Source: PubChem BioAssay (National Center for Advancing Translational Sciences (NCATS))
CBFb RUNX1 block = inhibitors of human CBF-beta and RUNX1 interaction; Q01196+Q13951; AlphaScreen CBFb-His/RUNX1-biotin binding, biochemical; Potency, µM (series often up to 59.8 µM), for the others: top-dose activity, negative = inhibition, most hits filed as inhibitors; 230,000 tested, under 10 active; further: % of control where 0% means no effect
Target sequence (Q01196 whole entry, looked up): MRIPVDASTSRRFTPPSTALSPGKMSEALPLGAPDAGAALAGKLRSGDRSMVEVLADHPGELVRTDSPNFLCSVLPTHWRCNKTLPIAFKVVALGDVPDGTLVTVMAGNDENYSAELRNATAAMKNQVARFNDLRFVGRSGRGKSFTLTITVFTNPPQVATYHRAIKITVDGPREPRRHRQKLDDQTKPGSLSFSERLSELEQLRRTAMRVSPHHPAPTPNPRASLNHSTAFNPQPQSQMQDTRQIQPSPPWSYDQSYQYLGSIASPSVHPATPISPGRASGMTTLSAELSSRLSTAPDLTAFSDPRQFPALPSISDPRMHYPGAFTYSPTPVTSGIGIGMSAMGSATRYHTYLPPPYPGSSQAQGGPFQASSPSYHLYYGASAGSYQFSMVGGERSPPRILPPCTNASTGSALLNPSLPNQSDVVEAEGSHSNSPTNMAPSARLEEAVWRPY
Target sequence (Q13951 whole entry, looked up): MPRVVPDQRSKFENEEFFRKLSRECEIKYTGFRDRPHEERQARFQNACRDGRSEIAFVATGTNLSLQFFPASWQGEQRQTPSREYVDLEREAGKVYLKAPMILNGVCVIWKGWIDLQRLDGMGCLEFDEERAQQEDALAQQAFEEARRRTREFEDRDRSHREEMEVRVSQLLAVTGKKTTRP
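Proteins preincubated together for 20 min at RT before compound addition; 15 min later, nickel and streptavidin beads were added and left 90 min prior to AlphaScreen measurement.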
NPSR antagonist = blocks cAMP signaling of the human neuropeptide S receptor | Q6W5P4 | CHO-NPSR cells, cAMP TR-FRET, antagonist mode | Potency, µM (doses to about 38.3 µM), without a hit: at the highest dose activity change, negative = inhibition, actives largely listed as inhibitors | 220,000 compounds, 1% hits | AID 1461; further: potency means the concentration at half of the fitted maximal effect; on the % scale 0 is the no-effect control and ±100 the full control effect; nearly all actives have a fitted effect of over 50% in size; many of its hits are not listed in these tables
Target sequence (Q6W5P4 whole entry, looked up): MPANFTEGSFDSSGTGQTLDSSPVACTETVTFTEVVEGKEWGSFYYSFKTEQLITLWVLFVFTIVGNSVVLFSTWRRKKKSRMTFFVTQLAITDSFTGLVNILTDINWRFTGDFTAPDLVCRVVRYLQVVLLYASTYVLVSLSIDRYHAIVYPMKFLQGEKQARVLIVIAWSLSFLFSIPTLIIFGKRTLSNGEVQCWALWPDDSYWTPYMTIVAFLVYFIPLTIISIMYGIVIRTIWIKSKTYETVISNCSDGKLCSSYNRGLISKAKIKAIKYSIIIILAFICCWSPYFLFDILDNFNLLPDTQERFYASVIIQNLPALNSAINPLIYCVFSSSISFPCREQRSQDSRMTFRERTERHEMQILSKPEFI
IMPase Li cell = IMPase inhibition in cells with lithium potentiation | CHO-M1 cells, IP1 TR-FRET (IP-One), carbachol + lithium | Potency, µM (series often up to 59.4 µM), for inactives: top-dose activity, negative = IMPase inhibition, most hits filed as inhibitors | 210,000 compounds, 0.35% hits | AID 1457;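 further: IP1 builds up when IMPase is blocked and the TR-FRET signal falls; potency means the concentration at half of the fitted maximal effect; plate controls were basal vehicle for no effect and high inhibitor control for full effect; nearly all actives have a fitted effect of over 50% in size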
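Test compounds were applied to CHO-M1 cells previously cultured for 16–30 h at 2000 per well. A small lithium amount accompanied them; after 30 min at 37C, IP1 was quantified by TR-FRET.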
LMNA splice mod = modulators of lamin A splicing | AID 1487 | 200,000 compounds, 0.01% hits | Potency, µM (highest dose often 46.1 µM), for the others: top-dose ratio change, negative = inhibition, actives largely listed as inhibitors | HeLa LMNA splicing GFP/RFP minigene ratio, 48 h; active means well fitted inhibition curve with a large enough effect in the signal ratio, with a control signal flat, not every such curve was filed as active; inconclusive means small, poorly fitted or top-dose-only effect, or effect the other way, or a change in a side signal; the % refers to the signal ratio; further: potency means the concentration at half of the fitted maximal effect; on the % scale 0 is the no-effect control and ±100 the full control effect
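Read-out is the ratio of GFP to DsRed2 object intensity, acquired by 488 nm laser-scanning cytometry on HeLa lamin A-EGFP minigene reporter cells. Compound incubation 48 hrs at 37 °C in Opti-MEM with 2% FBS; DMSO 0.5% final.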
Luc counter = Kinase-Glo luciferase inhibition (counter-screen) | Kinase-Glo luciferase, ATP luminescence, 8 min | Potency, µM (series often up to 38.3 µM), without a hit: top-dose activity change, negative = inhibition, hits mostly inhibitors | 200,000 compounds, 0.28% hits | AID 1379; further: potency means the concentration at half of the fitted maximal effect; on the % scale 0 is the no-effect control and ±100 the full control effect; nearly all actives have a fitted effect of over 60% in size
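Recombinant Kinase-Glo luciferase, 10 uM ATP (linear range), luciferin; imidazole pH 7.2 / KCl / MgCl2 / Tween / BSA buffer; 8 min RT; luminescence.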
Epigenetic reg = regulators of epigenetic silencing causing reporter derepression in mouse cells | murine LDR cells, GFP reporter derepression, 30 h | Potency, µM (series often up to 53.9 µM), for inactives: at the top dose GFP activation, most hits filed as activators | 280,000 compounds, 0.2% hits | AID 1865; further: potency means the concentration at half of the fitted maximal effect; % of control where 0% means no effect; nearly all actives have a fitted effect of over 60% in size
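Reporter derepression read as number of fluorescent GFP-positive objects, 20-120 um in size, counted by laser-scanning cytometer. Mouse LDR line with an epigenetically silenced CMV-GFP locus; compound incubation 30 h, 37 C.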
GLA spleen mod = inhibitors or activators of human alpha-galactosidase in spleen homogenate. human spleen homogenate, 4MU-alpha-Gal fluorescence, 40 min. P06280. AID 2107. Potency, µM (series often up to 80 µM), without a hit: top-dose activity change, negative = inhibition, hits mostly inhibitors. 240,000 compounds, 0.008% hits;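 further: potency means the concentration at half of the fitted maximal effect; 0% = enzyme with vehicle and -100% = no enzyme basal signal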
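Inhibition or activation of alpha-galactosidase in human spleen homogenate is scored by 4-MU fluorescence after 40 min at 37C, pH 5.0, with 1 mM substrate. AC50s come from concentration-response fitted to the Hill equation.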
Starred values were filed as active, the others as inactive; ? = inconclusive; · = not tested or not shown; [ ] = another dose, or the depositor's remark. Unless noted, the call rests on the fitted dose curve; in most records, active means well fitted curve in the direction sought with a large enough effect; inconclusive means small, poorly fitted or top-dose-only effect, or another doubt; inactive means no such curve, though single readings can be large; an effect the other way counts as inactive or inconclusive. An excerpt; rates above refer to the full screens.

Preview:
SMILES	CBFb RUNX1 block	NPSR antagonist	IMPase Li cell	LMNA splice mod	Luc counter	Epigenetic reg	GLA spleen mod
COCCOCC(O)CN1CCN(c2ccc(C)cc2)CC1 (configuration not stated)	-6%	5%[46.1 µM]	8%[38.3 µM]	6%	-3%	0.2%	6%
C=CCn1c(-c2csc(-c3ccc(OC)c(OC)c3)n2)n[nH]c1=S	-13%	-20%	-21%	?	0%	-0.4%	-1%
CCOC(=O)Cn1nc(C)n(-c2ccc(C)cc2)c1=O	0%	-9%[46.1 µM]	-3%[38.3 µM]	0%	0%	0.0%	7%
CN(C)CCNc1oc(COc2ccc(Cl)cc2)nc1C#N	0%	9%[46.1 µM]	32%[38.3 µM]	-4%	1%	0.0%	-2%
O=C(Nc1c(Cl)cccc1Cl)c1ccc(-c2ccccc2)cc1	6%	-24%[46.1 µM]	-2%[38.3 µM]	?	-1%	14%	6%

Results, from the first entry:
SMILES	CBFb RUNX1 block	NPSR antagonist	IMPase Li cell	LMNA splice mod	Luc counter	Epigenetic reg	GLA spleen mod
COCCOCC(O)CN1CCN(c2ccc(C)cc2)CC1 (configuration not stated)	-6%	5%[46.1 µM]	8%[38.3 µM]	6%	-3%	0.2%	6%
C=CCn1c(-c2csc(-c3ccc(OC)c(OC)c3)n2)n[nH]c1=S	-13%	-20%	-21%	?	0%	-0.4%	-1%
CCOC(=O)Cn1nc(C)n(-c2ccc(C)cc2)c1=O	0%	-9%[46.1 µM]	-3%[38.3 µM]	0%	0%	0.0%	7%
CN(C)CCNc1oc(COc2ccc(Cl)cc2)nc1C#N	0%	9%[46.1 µM]	32%[38.3 µM]	-4%	1%	0.0%	-2%
O=C(Nc1c(Cl)cccc1Cl)c1ccc(-c2ccccc2)cc1	6%	-24%[46.1 µM]	-2%[38.3 µM]	?	-1%	14%	6%
CCOC(=O)c1ccc(N/C(=N/S(=O)(=O)c2ccccc2)c2ccccc2)cc1	2%	-20%	3%	-8%	0%	-1.1%	-5%
O=C(O)CSCc1ccc(C(=O)O)o1	-2%	-2%[46.1 µM]	32%[activator][38.3 µM]	3%	-2%	-1.6%	-3%
Brc1cnc(N2CCCC2)nc1N1CCOCC1	6%	-8%[46.1 µM]	16%[38.3 µM]	-6%	-1%	0.0%	7%
CO[C@@H]1COC(=O)[C@@H](CCSC)NC(=O)C/C=C\[C@@H](C)COC(=O)[C@H](C)NC(=O)C/C=C\[C@H]1C	-1%[13.1 µM]	·	·	·	·	0.8%[10.1 µM]	-7%[17.5 µM]
Cn1ncc2nc[nH]c(=O)c21	5%	-2%[46.1 µM]	15%[38.3 µM]	-3%	-4%	-1.0%	-5%
COC(=O)C1=NN[C@H](C(=O)OC(C)(C)C)[C@H]1c1ccccc1	5%	3%	4%	1%	2%	1.1%	5%
CCCC(=O)NNc1cc(=O)c2c(=O)n(C)c(=O)n(C)c2[nH]1	3%	-1%[46.1 µM]	-11%[38.3 µM]	-1%	-1%	0.0%	22%
O=C(Nc1ccc2c(c1)OCO2)Nc1cnccn1	-1%	-7%[46.1 µM]	9%[38.3 µM]	13%	-8%	0.0%	4%
CCOC(=O)CCc1c(C)n(CC)c2ncnn2c1=O	9%	9%	6%	-15%	1%	0.0%	-1%
COc1ccc(N2C(=O)C(CC(N)=O)N(NC(=O)c3cccc(OC)c3)C2=S)cc1 (configuration not stated)	-18%	7%	-13%	·	3%	-0.6%	3%

An excerpt from above in order of the CBFb RUNX1 block value, high to low.
Structure | CBFb RUNX1 block | NPSR antagonist | IMPase Li cell | LMNA splice mod | Epigenetic reg | GLA spleen mod
COC(=O)C1=NN[C@H](C(=O)OC(C)(C)C)[C@H]1c1ccccc1 | 5% | 3% | 4% | 1% | 1.1% | 5%
CN(C)CCNc1oc(COc2ccc(Cl)cc2)nc1C#N | 0% | 9%[46.1 µM] | 32%[38.3 µM] | -4% | 0.0% | -2%
COCCOCC(O)CN1CCN(c2ccc(C)cc2)CC1 (configuration not stated) | -6% | 5%[46.1 µM] | 8%[38.3 µM] | 6% | 0.2% | 6%

Next part
SMILES	CBFb RUNX1 block	NPSR antagonist	IMPase Li cell	LMNA splice mod	Luc counter	Epigenetic reg	GLA spleen mod
COC(=O)c1ccccc1N=Nc1c(C)[nH][nH]c1=O	-1%	-15%	·	·	·	-1.0%	-14%
CCNC(=O)CCc1nc(-c2ccc(C)cc2)no1	4%	8%	·	·	·	0.0%	1%
Cc1[nH]c2ccccc2c1NC(=O)CN1CCN(c2cccc(C(F)(F)F)c2)CC1	3%	-17%[46.1 µM]	-11%[38.3 µM]	15%	1%	-0.7%	5%
Cc1ccccc1SCc1noc(C(=O)NCC2CCCO2)c1C(=O)O (configuration not stated)	5%	6%[46.1 µM]	-2%[38.3 µM]	8%[0.0737 µM]	5%	-0.9%	7%
Cc1ccc(CN(C)CC(=O)Nc2cccc([N+](=O)[O-])c2)o1	11%	-10%	1%	·	0%	-2.2%	5%
O=C1CC(c2cccs2)CC(O)=C1C=NCCN1CCNCC1 (configuration not stated)	13%	-10%[46.1 µM]	21%[38.3 µM]	-3%	-1%	0.7%	4%
CC(C)Cn1c(N)c(C(=O)COC(=O)C2CC(=O)N(Cc3ccccc3Cl)C2)c(=O)n(C)c1=O (configuration not stated)	5%	-2%	28%	·	-2%	-0.1%	1%
Cc1nc2ccc(NC(=O)c3ccc(Cl)nc3)cc2s1	-13%	-5%	·	·	·	-0.4%	8%
Cn1cc(-c2cccc(Cl)c2)cc(C#N)c1=O	-10%	1%	-9%	29%[46 µM]	-3%	-1.4%	22%
CCc1ccc(OC(=O)c2ccn(CC)n2)cc1	-6%	-11%[46.1 µM]	7%[38.3 µM]	-3%	-20%	-0.4%	16%
O=C(Cc1ccccc1)Nc1ccc(Br)c(Cl)c1	-1%	-14%	12%	?	0%	0.0%	-3%
CC(=O)Nc1ccc(-n2c(=O)c3ccccc3c3ccccc3c2=O)cc1	7%	9%	10%	10%[46 µM]	1%	0.1%	12%
CC(=O)NN1C(=O)/C(=C/c2ccc(C(C)C)cc2)SC1=S	6%	7%	-5%	-10%	0%	8.4%	-9%
CCN(CC)S(=O)(=O)c1ccc(C(=O)NCCCN=C2NS(=O)(=O)c3ccccc32)cc1	6%	-3%[46.1 µM]	13%	-6%	3%	1.2%	0%
CC(C)(C)c1ccc(C(=O)NNc2cc(Cl)cc(Cl)c2)cc1	3%	13%[7.67 µM]	·	·	·	-0.4%	7%
O=C(CCC(=O)Nc1nnc(C2CCCCC2)s1)NCc1ccccc1	2%	23%	·	·	·	0.5%	-3%
O=C(Cc1ccccc1)Nc1ccc(C(=O)O)cc1	-3%	-10%[46.1 µM]	-8%	-4%	-3%	2.0%	2%
COc1cc(NC2=Nc3cccc4cccc2c34)cc(OC)c1OC	-1%	-2%	33%[activator]	?	-6%	-1.8%	-5%
COc1cc(/C=N/NC(=O)c2cccnc2)ccc1OC(=O)c1ccco1	2%	-3%[46.1 µM]	-5%[38.3 µM]	13%	-6%	-1.1%	-3%
COc1ccc(/C=N/NC(=O)CC(=O)NCc2cccnc2)c(OC)c1	0%	23%	4%	-11%	1%	0.0%	3%
COC(=O)c1sc(NC(=O)Cc2cccs2)nc1C	12%	-10%[46.1 µM]	21%[38.3 µM]	-6%	-3%	0.0%	6%
COc1cccc(/C=N/NC(=O)c2ccccc2N(Cc2ccccc2)S(=O)(=O)c2ccccc2)c1OC	1%	?	14%[38.3 µM]	4%	-1%	0.1%	3%
Cc1nn(-c2ccccn2)c2nc(-c3cccs3)cc(C(=O)N3CCOCC3)c12	2%	-18%[46.1 µM]	-14%[38.3 µM]	4%	-6%	1.4%	-5%
O=c1[nH]c2cc3c(cc2cc1CN(Cc1cccs1)Cc1nnnn1Cc1ccco1)OCCO3	?	?	10%[38.3 µM]	8%	2%	-4.5%	5%
CN(C)/C=C1\C(=O)N(c2ccc([N+](=O)[O-])cc2)N=C1c1ccccc1	5%	3%[46.1 µM]	5%	?	-6%	0.0%	4%
CC1CCc2c(sc3nc(CN4CCN(S(=O)(=O)c5ccccc5[N+](=O)[O-])CC4)[nH]c(=O)c23)C1 (configuration not stated)	2%	-11%	-4%	-10%	3%	-1.0%	-2%
COCCNC(=O)Nc1ccc2c(c1)N(C)C(=O)c1ccccc1S2	0%	-6%	1%	-3%[46 µM]	2%	-3.0%	3%
COc1ccc(NC(=O)CSc2nnc(C3CCCCC3)n2N)cc1	7%	13%	·	·	·	5.2%	-5%
COC(=O)c1cccc(N(C(=O)CNC(=O)c2ccco2)C(C(=O)NC2CCCC2)c2ccco2)c1 (configuration not stated)	-3%	-11%[46.1 µM]	3%[38.3 µM]	3%	1%	2.4%	5%
COc1ccc(C(=O)NCCc2cn3ccc(C)cc3n2)cc1	2%	-4%[46.1 µM]	38%[38.3 µM]	-3%	7%	0.0%	-4%

Among those listed so far, 2 have a tert-butyl group:
SMILES	CBFb RUNX1 block	NPSR antagonist	IMPase Li cell	LMNA splice mod	Luc counter	Epigenetic reg	GLA spleen mod
COC(=O)C1=NN[C@H](C(=O)OC(C)(C)C)[C@H]1c1ccccc1	5%	3%	4%	1%	2%	1.1%	5%
CC(C)(C)c1ccc(C(=O)NNc2cc(Cl)cc(Cl)c2)cc1	3%	13%[7.67 µM]	·	·	·	-0.4%	7%

Additional entries follow:
SMILES	CBFb RUNX1 block	NPSR antagonist	IMPase Li cell	LMNA splice mod	Luc counter	Epigenetic reg	GLA spleen mod
CCN(CC)CCCC(C)n1c(-c2ccccc2)nc2c(NCCOC)nc(C)nc21 (configuration not stated)	12%	·	11%	·	-1%	-0.5%	-1%
COC(=O)[C@@H]1C[C@H]2CC[C@H](O)C[C@H]2N1Cc1c(F)cccc1Cl	-17%	·	-2%	·	-4%	1.1%	-5%
Cn1c(-c2ccccc2)cccc1=O	6%	-6%[46.1 µM]	1%[38.3 µM]	4%	-4%	-1.1%	-5%
Cc1nc2ccccc2n1C(=O)c1cc(-c2ccc(Br)cc2)nc2ccccc12	17%	-17%[46.1 µM]	-36%[38.3 µM]	4%	4%	-0.7%	-2%
CN1CCN(C(c2ccc(F)cc2)c2nnnn2Cc2cccs2)CC1 (configuration not stated)	-3%	0%[46.1 µM]	0%[38.3 µM]	0%	-1%	-0.1%	-17%
